CHO parental Ca – counter-screen: ATP calcium response change in parental CHO cells. parental CHO-K1, ATP-induced calcium, Fluo-8 fluorescence. inhibition, % at 5.6 µM. AID 463079. 0.63% of 330,000 active;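 active = inhibition above that plate's mean sample inhibition plus 3 SD, cut at about 26% in these data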;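 also: 0% = ATP-challenged DMSO wells and 100% = DMSO wells without ATP; some compounds past the cut are filed as inactive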
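Assay system: parental CHO cells; Read-out basis: percent inhibition of ATP-evoked calcium rise, normalized to controls; Benchmarks: ATP and no-ATP DMSO wells; Compound dosing: single nominal dose of 5.6 µM per compound; Signal: Fluo-8 calcium dye fluorescence; Also added: ATP as calcium-mobilizing challenge; Repeats: singlicate.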
CHO-K1 Ca antag – nonselective inhibitor or artifact in parental CHO-K1 cells. ATP-induced calcium, Fluo-8 fluorescence. AID 602250. inhibition, % at 3 µM. 0.6% of 360,000 active;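 active = inhibition above a per-plate cutoff, the plate's mean sample inhibition plus 3 SD, cut at about 24% in these data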;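 also: 0% = DMSO plus EC80 ATP and 100% = DMSO alone without ATP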
M1 PAM parental – nonselective activator or artifact in parental CHO-K1 calcium assay; activation, % at 3 µM; AID 602247; ATP EC20, Fluo-8 calcium fluorescence; 0% at ATP EC20, 100% at ATP max; 0.02% of 360,000 active;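 active = activation above the run cutoff, the mean activation of all test compounds plus 3 SD, cut at about 40% in these data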;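 also: peak over basal fluorescence ratio in a 140 s read after ATP addition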
GPR7 antagonist – blocks human GPR7 receptor signaling | GPR7-expressing cells, fluorescence antagonist assay | 1.1% of 290,000 active | inhibition, % at 4.4 µM; in the data active = inhibition above about 16%, passing the limit was not always enough;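 also: cells stimulated with the agonist NPW; 0% = agonist with vehicle and 100% = vehicle without agonist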
Target sequence (P48145 whole entry, looked up): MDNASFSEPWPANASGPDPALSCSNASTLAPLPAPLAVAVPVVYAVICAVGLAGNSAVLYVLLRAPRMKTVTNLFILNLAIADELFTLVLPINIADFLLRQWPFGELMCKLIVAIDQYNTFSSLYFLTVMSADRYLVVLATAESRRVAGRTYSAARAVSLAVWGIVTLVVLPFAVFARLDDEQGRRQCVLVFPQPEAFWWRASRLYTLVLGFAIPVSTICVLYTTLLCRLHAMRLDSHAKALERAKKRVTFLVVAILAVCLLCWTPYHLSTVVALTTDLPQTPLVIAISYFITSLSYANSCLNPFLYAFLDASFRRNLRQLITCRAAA
OXTR ag – human OXTR agonism. P30559. CHO-OTR cells, Fluo-8 calcium fluorescence; normalized: DMSO 0%, oxytocin 100%. activation, % at 3 µM. 0.32% of 320,000 active;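 active = activation above the mean of all tested compounds plus 3 SD, cutoff set per screening run, cut at about 20% in these data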;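 also: peak over basal fluorescence ratio from a 100 s FLIPR kinetic read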
TAAR1 antagonist – antagonists of human TAAR1; 1.5% of 360,000 active; CHO RD-HGA16 TAAR1, Fluo-8 calcium fluorescence, antagonist; inhibition, % at 3 µM; Q96RJ0;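 active = inhibition above a per-plate cutoff, the mean inhibition of test compounds on that plate plus 3 SD, cut at about 49% in these data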;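 also: 0% = DMSO plus EC80 beta-PEA response and 100% = DMSO alone without agonist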
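System: RD-HGA16 CHO cells with stable hTAAR1 and Gα16 | Probe or stimulus: EC80 β-phenethylamine stimulus | Dosing: 3 µM, single point | Times: Dye loading 75 min at 37 °C, then 30 min room temperature | Measured by: Fluo-8 calcium-sensitive fluorescence | Read-out basis: % inhibition of agonist calcium response | Replicates: n of 1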
CHO-K1 Ca ag – counter-screen for M1 agonists: effect in parental CHO-K1 cells | Fluo-8 calcium fluorescence; scaled to maximal ATP response, vehicle zero | activation, % at 3 µM | 0.48% of 360,000 active | AID 602248; in the data active = activation above about 15%;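 also: untransfected CHO-K1 host cells lacking M1 receptor as counterscreen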
OXTR potentiator – human OXTR potentiation | CHO-OTR cells, Fluo-8 calcium fluorescence, potentiator mode; 0% = oxytocin EC15, 100% = EC100 | activation, % at 3 µM | 0.061% of 320,000 active | P30559;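 active = activation above that plate's cutoff, the mean activation of tested compounds plus 3 SD, cut at about 6.6% in these data, passing the limit was not always enough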;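 also: 100% uses oxytocin at 75 nM as the full agonist control; some results filed as inactive read as strong as hits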
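Assay system: CHO cell line stably expressing human OTR. Reagent: EC15 oxytocin agonist. Dosing: single dose, 3.0 µM nominal final compound concentration. Timing: compound 6 min at room temperature before oxytocin, 100 s read. Signal: kinetic Fluo-8 calcium fluorescence. Controls: oxytocin EC15 low and EC100 high.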
V1R ag counter – V1a receptor agonism, counter-screen for OXTR agonists. P37288. CHO-V1R cells, Fluo-8 calcium fluorescence, agonist mode; 0% DMSO, 100% 3 nM vasopressin. activation, % at 3 µM. 0.25% of 320,000 active. AID 2797;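 active = activation above the mean activation of all tested compounds plus 3 SD, per screening run, cut at about 20% in these data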;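 also: signal is peak over basal fluorescence ratio across a 100 second FLIPR read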
Target sequence (P37288 whole entry, looked up): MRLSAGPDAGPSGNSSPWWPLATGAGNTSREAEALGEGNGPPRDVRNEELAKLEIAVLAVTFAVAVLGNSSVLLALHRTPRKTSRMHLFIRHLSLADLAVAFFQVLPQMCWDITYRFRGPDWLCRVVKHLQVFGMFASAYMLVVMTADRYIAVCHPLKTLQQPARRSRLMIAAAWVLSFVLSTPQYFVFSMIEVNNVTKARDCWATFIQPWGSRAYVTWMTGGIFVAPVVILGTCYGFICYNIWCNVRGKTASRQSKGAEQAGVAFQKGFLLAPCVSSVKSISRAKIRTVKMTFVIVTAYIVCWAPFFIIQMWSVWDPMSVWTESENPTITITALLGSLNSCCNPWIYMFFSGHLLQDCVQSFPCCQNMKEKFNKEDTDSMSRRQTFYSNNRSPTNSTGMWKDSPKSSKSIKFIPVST
Numbers without * were called inactive; · = not tested or not shown. Rows were taken by chance (roughly 3.5% active in at least one column).

SMILES	CHO parental Ca	CHO-K1 Ca antag	M1 PAM parental	GPR7 antagonist	OXTR ag	TAAR1 antagonist	CHO-K1 Ca ag	OXTR potentiator	V1R ag counter
O=C(NCCCN1CCCC1)c1ccc2c(c1)N(Cc1ccccc1F)C(=O)c1ccccc1S2=O (stereo not drawn)	-27	1	-9	-19	0.4	-5	0.4	-10	0.0
Cc1ccccc1C(=O)NNC(=O)CCCCC(=O)NNC(=O)c1ccccc1C	-4	-9	10	·	-0.2	-14	0.2	-1	1.7
O=C(CCS(=O)(=O)Cc1ccccc1)NCCc1ccccc1	11	8	-13	0	-0.2	-17	0.1	-8	-0.4
Cc1c(NC(=O)c2nn(C(C)C)c(=O)c3ccccc23)c(=O)n(-c2ccccc2)n1C	·	-9	9	·	·	5	0.2	·	·
O=C(CSc1nc2c(cnn2-c2ccc(F)cc2)c(=O)[nH]1)N1CCCCC1	-2	-17	26	8	-0.2	20	1.4	-3	0.1
CCOC(=O)c1c(NC(=O)Cc2cccs2)sc(C(=O)NC2CCCCC2)c1C	-1	4	7	-12	0.4	15	-0.1	2	0.5
CCOC(=O)N1CCC(Nc2c(NCCCN(CC)c3cccc(C)c3)c(=O)c2=O)CC1	-12	0	3	-12	-0.3	6	-0.4	-3	0.0
O=C(NCc1ccc(F)cc1)C1CCCN(C(=O)Nc2ccc(F)cc2)C1 (stereo not drawn)	-4	-11	5	-12	0.8	-12	1.0	-1	0.1
CN(C)c1ccc(C=Cc2cnccn2)cc1	·	-4	3	·	·	-14	2.3	·	·
CC(=O)Nc1ccc(NC(=O)Cc2ccc(-c3ccccc3)cc2)cc1	-5	-3	4	25	0.7	0	0.9	-5	0.2
COc1ccc(CCNCC(=O)Nc2ccccc2C(F)(F)F)cc1	4	-12	16	-6	0.8	15	0.8	-6	0.3
C[C@@H](CO)NC(=O)[C@H]1O[C@@H](n2ccc(=O)[nH]c2=O)[C@H](O)[C@@H]1O	·	-6	1	·	·	-16	0.8	·	·
Cc1ccc(NC(=O)NC2OC(=O)c3ccccc32)cc1 (stereo not drawn)	·	-8	9	·	·	-9	-0.2	·	·
O=C(CSc1ccc2nnc(-c3cccnc3)n2n1)NCc1ccc2c(c1)OCO2	-2	-4	12	-2	0.4	6	0.5	0	-0.3
O=C(NCc1ccco1)c1[nH]c(C(F)(F)F)nc1-c1ccccc1	·	-15	10	·	·	-24	2.0	·	·
Cc1ccc(S(=O)(=O)NNC(=O)Nc2ccc([N+](=O)[O-])cc2)c(C)c1	-5	-4	0	-11	-0.9	-8	3.6	-12	3.5
COC(=O)/C(=C1\Oc2ccc(C(C)(C)C)cc2S1)C(F)(F)F	-6	-9	20	-4	0.1	-4	0.2	-4	0.9
O=C(NC1CC1)c1nc(Cn2ccc([N+](=O)[O-])n2)no1	-5	-18	5	23	0.3	12	0.7	-2	-0.2
O=C(O)CNC(=O)/C(=C\c1cccc([N+](=O)[O-])c1)NC(=O)c1ccco1	11	-18	19	1	-0.5	-16	0.5	-4	-1.0
Cc1cccc(COc2ccccc2C(=O)OCC(=O)N(C)c2c(N)n(Cc3ccccc3)c(=O)[nH]c2=O)c1	-18	0	-7	-1	-0.2	-11	1.1	-7	0.6
COc1ccccc1N1CCN(c2nccc(C)n2)CC1	-6	-18	10	-11	-0.8	-10	0.5	-8	-0.4
CCOC(CNC(=O)c1cccn2c(=O)c3c(C)c(C)sc3nc12)OCC	-16	-16	1	8	-0.9	-12	0.3	-7	-0.6
CC(=O)c1sc(NC(=O)c2cccc(C)c2)nc1C	-17	-4	-8	-4	-2.1	4	0.0	-19	-1.2
Cc1ccc(S(=O)(=O)N2CC(O)C[C@H]2C(=O)OCC(=O)Nc2ccc(N3CCOCC3)cc2)cc1C (stereo partly drawn)	·	2	-9	·	·	-21	0.1	·	·

Of the compounds above, these have an aryl methoxy group:
SMILES	CHO parental Ca	CHO-K1 Ca antag	M1 PAM parental	GPR7 antagonist	OXTR ag	TAAR1 antagonist	CHO-K1 Ca ag	OXTR potentiator	V1R ag counter
COc1ccc(CCNCC(=O)Nc2ccccc2C(F)(F)F)cc1	4	-12	16	-6	0.8	15	0.8	-6	0.3
COc1ccccc1N1CCN(c2nccc(C)n2)CC1	-6	-18	10	-11	-0.8	-10	0.5	-8	-0.4

The listing picks up; the three compounds before the break are reprinted first.
SMILES	CHO parental Ca	CHO-K1 Ca antag	M1 PAM parental	GPR7 antagonist	OXTR ag	TAAR1 antagonist	CHO-K1 Ca ag	OXTR potentiator	V1R ag counter
CCOC(CNC(=O)c1cccn2c(=O)c3c(C)c(C)sc3nc12)OCC	-16	-16	1	8	-0.9	-12	0.3	-7	-0.6
CC(=O)c1sc(NC(=O)c2cccc(C)c2)nc1C	-17	-4	-8	-4	-2.1	4	0.0	-19	-1.2
Cc1ccc(S(=O)(=O)N2CC(O)C[C@H]2C(=O)OCC(=O)Nc2ccc(N3CCOCC3)cc2)cc1C (stereo partly drawn)	·	2	-9	·	·	-21	0.1	·	·
Cc1cc(NC(=O)CSCC(=O)Nc2nc3c(C)cccc3s2)no1	-6	-7	-6	·	-0.8	-14	0.4	0	1.1
C=CCOn1c(-n2nc(C)cc2C)nc2ccccc2c1=O	2	-7	11	12	0.1	-5	1.0	0	-0.6
COC(=O)CNC(=O)C1CCCN1C(=O)CNC(=O)OCc1ccccc1 (stereo not drawn)	9	-6	-1	-2	0.3	-21	0.4	-1	0.3
CC(C)C(CO)NC(=O)CC(=O)NC(CO)C(C)C (stereo not drawn)	1	-20	11	-8	1.3	5	0.0	1	-0.7
Nc1ccccc1-c1nnc(-c2ccccc2N)n1N	-12	-8	18	6	0.6	-13	8.1	0	0.8
Cc1cc2nc(CO)[nH]c2cc1C	7	13	-30	-3	-0.3	-1	-0.2	-8	0.7
Cc1ccc(S(=O)(=O)N2CCOCC2)cc1NC(=O)COc1ccccc1Cc1ccccc1	-6	-18	14	·	1.0	26	1.7	-5	1.7
Cc1ccc(Cn2c(=O)c3ccccc3n3c(SCC(=O)N4CCCCC4C)nnc23)cc1 (stereo not drawn)	-17	-3	6	·	-1.2	-1	-0.4	-1	-1.4
CCCSC1=N/C(=C\c2ccc3c(c2)OCO3)C(=O)S1	-11	-16	14	-5	-0.8	-18	2.9	-8	0.8
COc1ccc(C(=O)Nc2c(Cl)cc(Cl)cc2C(=O)NCCN2CCOCC2)cc1	-22	2	14	-17	-1.4	4	0.1	-13	-1.2
CN(CC(=O)Nc1ccc(C#N)cc1)Cc1ccc(Cl)cc1Cl	2	-2	6	21	0.9	9	3.9	-18	3.5
Cc1cccc(-n2nc3c(c2NC(=O)C2CC2)CS(=O)(=O)C3)c1C	12	-11	13	-3	1.3	-7	0.3	1	1.0
CC(C)n1c(=S)[nH]c2ccccc2c1=O	-3	-37	-4	-13	-2.3	10	-0.2	-5	-0.7
COc1ccc(CC(NC(C)=O)C(=O)NC2CCN(c3nc(C)cc(C)c3C#N)CC2)c(OC)c1 (stereo not drawn)	-10	-4	15	-3	0.1	11	1.2	-12	0.1
Cc1ccc(S(=O)(=O)Nc2cccc(-c3ccc4nnc(C)n4n3)c2)s1	-4	0	15	-9	0.1	4	1.3	-12	2.4
Cc1cccc(NC(=O)c2cccc(OC(=S)N3CCOCC3)c2)c1C	-5	-3	-5	-6	1.9	-13	0.8	3	3.7
CCC(CC)c1nnc(NC(=O)CCNC(=O)c2ccccc2Cl)s1	-3	-19	10	2	0.0	-10	1.6	-7	-0.5
O=C1[C@H]2[C@@H](c3ccccc3)N[C@]3(CCCN(Cc4ccc(Cl)cc4)C3=O)[C@H]2C(=O)N1Cc1ccccc1	·	8	-3	·	·	37	3.5	·	·
O=C(NCc1n[nH]c(=S)n1-c1cccc(Cl)c1)c1ccc(S(=O)(=O)N2CCCCC2)cc1	-21	-4	-2	7	-0.1	0	0.1	1	0.2
Cc1ccc(S(=O)(=O)N(C)C)cc1NC(=S)N(C)C1CCN(C)CC1	-2	-4	14	21	-0.1	-3	4.2	-17	0.4
COc1ccc(CC(=O)Nc2c(C(=O)N3CCN(c4ncccn4)CC3)oc3ccccc23)cc1OC	-20	-15	8	-4	1.1	-21	3.4	-1	3.5
CCOc1ccc(NC(=O)C2CCCN2C(=O)Oc2ccccc2)cc1 (stereo not drawn)	9	-11	-1	-12	-0.1	-10	-0.1	-4	-0.6
Cn1ncc(Cl)c1C(=O)N1CCN(S(=O)(=O)c2ccc(F)cc2)CC1	0	-12	12	-1	-0.5	-9	1.2	-4	0.5
Cc1cc(C(F)(F)F)n(-c2ccc(N)cc2)n1	0	-9	17	-21	0.7	-18	0.9	-14	0.9
NC(=O)c1ccccc1NC(=O)CCCN1C(=O)CCC1=O	0	-8	-2	-6	-0.5	3	-0.2	-5	-0.5
COc1ccc(CN(Cc2cccn2C)S(=O)(=O)c2ccc(F)cc2)cc1	-24	-11	15	0	-2.2	9	0.4	-15	-0.1
CCOc1ccccc1/C=C(/NC(=O)c1ccccc1)C(=O)N(CC)CC	-18	-14	21	-5	-1.4	-7	0.2	-3	-1.2
O=C(Nn1cnnc1)C1CCCN1S(=O)(=O)c1ccc(F)cc1 (stereo not drawn)	-2	-22	9	-3	-0.7	-29	0.3	3	0.8
CCC(Oc1ccc(C)c(C)c1)C(=O)N1CCCN(C)CC1 (stereo not drawn)	-5	-13	7	5	0.8	8	0.5	-6	0.0
CNC(=O)N/N=C(\N)c1ccccn1	-6	-5	6	-9	0.3	-22	0.1	4	-0.7
CCN(CC)S(=O)(=O)c1cccc(NC(=O)COC(=O)CCc2nc3ccccc3s2)c1	-19	-7	9	2	8.2	·	9.4	-11	7.5
CC(=O)Nc1cccc(NC(=O)CSc2nc(=O)n(CCN3CCOCC3)c3c2CCC3)c1	2	0	4	·	0.1	-14	1.9	-13	-1.7
Cc1cccc(-n2ccnc2SCC(=O)Nc2cccc(S(=O)(=O)NC3=NCCC3)c2)c1C	·	0	8	·	·	-5	1.2	·	·
O=C(CCC(=O)N1CCN(S(=O)(=O)c2ccc(Cl)cc2)CC1)Nc1ccc2ccccc2c1	5	-8	21	11	6.9	38	2.5	-8	4.9
Cc1ccc(NC(=O)c2ccc(Cl)c(S(=O)(=O)N3CCCCCC3)c2)nc1	-25	0	-2	·	-1.1	29	0.7	-6	1.1
COc1ccc(NC(=O)Nc2ccon2)c(OC)c1	-5	2	4	-11	1.5	2	-0.1	-5	1.2
